From PubChem
HCMV antiviral = inhibitors of human cytomegalovirus; AID 1259415; 410,000 compounds, 4.5% hits; activity change, negative = inhibition, % at 57.5 µM; HFF cells, HCMV-luciferase reporter, 72 h; active compounds read low; in the data active means activity change below about -60%; inconclusive means no clear call, values can overlap the other calls; inactive means above about -39%
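Luciferase read-out from HCMV-luciferase-infected HFFs (MOI 1 PFU/cell) 72 h post infection at 37C; compounds added after 16 h cell attachment; activity normalized between buffer-only basal and Salinomycin (10uM) inhibitor controls.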
HCV inh = HCV inhibition; Potency, µM (highest dose often 41.8 µM), inactives show at the highest dose activity change, negative = inhibition, usual class: inhibitors; Huh7.5.1 HCVcc-Cre infection, luciferase reporter, 44 h; 340,000 compounds, 3.4% hits; further: potency means the concentration at half of the fitted maximal effect
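After 44 h co-culture of compound, cells and HCVcc-Cre (~0.5 moi), substrate is added for 15 min at room temperature and luciferase measured over 15 sec. Cells were seeded at 1,000/well and pre-cultured 4 h.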
Sm TGR inh = blocks Schistosoma mansoni thioredoxin glutathione reductase; Q962Y6; purified TGR, DTNB reduction, TNB absorbance 405 nm; Potency, µM (titrated, usually from 114 µM), inactives show at the highest dose activity change, negative = inhibition, most hits filed as inhibitors; 360,000 compounds, 3% hits; AID 485364; further: potency means the concentration at half of the fitted maximal effect; nearly all actives have a fitted effect of over 60% in size
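First, TGR (20 nM dispensed) and NADPH were mixed with compound. Second, a 15 min room-temperature incubation followed. Third, further NADPH and then DTNB were added to start the reaction. Finally, TNB absorbance was monitored kinetically.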
AmpC detergent = inhibitors of E. coli AmpC beta-lactamase with detergent | AmpC hydrolysis of nitrocefin, absorbance 480 nm, 0.01% Triton | Potency, µM (series often up to 114 µM), for inactives: top-dose activity change, negative = inhibition, most hits filed as inhibitors | 370,000 compounds, 0.041% hits | AID 485294;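 further: potency means the concentration at half of the fitted maximal effect; 0% = no-compound wells and -100% = no-enzyme wells; nearly all actives have a fitted effect of over 25% in size; some results filed as inactive show a strong effect at the top dose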
Target sequence (P00811 whole entry, looked up): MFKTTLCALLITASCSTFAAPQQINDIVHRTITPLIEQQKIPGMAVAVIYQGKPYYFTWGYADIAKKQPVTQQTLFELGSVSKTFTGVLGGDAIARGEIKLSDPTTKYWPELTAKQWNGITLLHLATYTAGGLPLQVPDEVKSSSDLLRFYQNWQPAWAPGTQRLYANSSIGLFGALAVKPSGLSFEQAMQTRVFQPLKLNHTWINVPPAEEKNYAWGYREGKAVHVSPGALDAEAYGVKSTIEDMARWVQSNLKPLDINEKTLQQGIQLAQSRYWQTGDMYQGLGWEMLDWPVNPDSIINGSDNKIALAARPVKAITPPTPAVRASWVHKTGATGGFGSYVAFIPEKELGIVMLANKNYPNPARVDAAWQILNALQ
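AmpC (5.3 nM in the dispensed reagent) in 20 mM phosphate pH 7.0 with 0.01% (detergent screen) or 0.0001% Triton X-100 was preincubated with compounds for 15 min at room temperature. Nitrocefin was then added from an 800 uM solution, and hydrolysis was followed at 480 nm.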
FBPA Giardia inh = inhibitors of Giardia lamblia fructose-1,6-bisphosphate aldolase; A8B2U2; purified Giardia FBPA; Potency, µM (titrated, usually from 59.6 µM), for inactives: top-dose activity, negative = inhibition, hits mostly inhibitors; 290,000 compounds, 0.71% hits; AID 2451; further: potency means the concentration at half of the fitted maximal effect; nearly all actives have a fitted effect of over 55% in size
Target sequence (A8B2U2 whole entry, looked up): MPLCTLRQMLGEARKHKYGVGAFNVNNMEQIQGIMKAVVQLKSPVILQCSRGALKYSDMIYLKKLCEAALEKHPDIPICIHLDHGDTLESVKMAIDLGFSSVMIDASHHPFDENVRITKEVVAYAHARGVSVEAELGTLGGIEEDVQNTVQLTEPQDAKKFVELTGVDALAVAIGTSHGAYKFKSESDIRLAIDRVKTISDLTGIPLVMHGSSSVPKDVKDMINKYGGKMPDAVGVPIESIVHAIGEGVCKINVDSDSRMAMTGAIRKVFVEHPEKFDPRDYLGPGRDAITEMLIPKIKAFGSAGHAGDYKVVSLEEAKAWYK
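40 nM FBPA preincubated 10 min at RT with compound (up to 57.5 uM final), then substrate plus GAPDH/TPI/NAD/arsenate coupling and diaphorase/resazurin added. Fluorescence read after 20 min at RT, 525/598 nm.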
AmpC inh no detg = AmpC beta-lactamase inhibition without detergent | AmpC nitrocefin hydrolysis, absorbance 480 nm, 0.0001% Triton | P00811 | 330,000 compounds, 0.52% hits | Potency, µM (highest dose often 57.1 µM), for the others: top-dose activity change, negative = inhibition, most hits filed as inhibitors;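 further: potency means the concentration at half of the fitted maximal effect; plate controls were no compound for no effect and no enzyme for full effect; nearly all actives have a fitted effect of over 20% in size; some results filed as inactive show a strong effect at the top dose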
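AmpC (5.3 nM in the dispensed reagent) in 20 mM phosphate pH 7.0 with 0.01% (detergent screen) or 0.0001% Triton X-100 was preincubated with compounds for 15 min at room temperature. Nitrocefin was then added from an 800 uM solution, and hydrolysis was followed at 480 nm.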
The depositor's hits bear a star; u = inconclusive; x = no result given; & = joins results of further samples; [ ] = another dose, or the depositor's remark. Unless noted, the call rests on the fitted dose curve; in most records, active means well fitted curve in the direction sought with a large enough effect; inconclusive means small, poorly fitted or top-dose-only effect, or another doubt; inactive means no such curve, though single readings can be large; an effect the other way counts as inactive or inconclusive. Unless noted, on the % scale 0 is the no-effect control and ±100 the full control effect. An unsorted share of the library; any-hit rate near 9.9%.

SMILES	HCMV antiviral	HCV inh	Sm TGR inh	AmpC detergent	FBPA Giardia inh	AmpC inh no detg
Cc1oc(-c2ccccc2Cl)nc1CS(=O)CC(=O)N1CCN(c2ccccc2)CC1 (stereo unspecified)	-25	u	-36%	-5%	x	144%[activator]
COc1cc2c(cc1OC)C(c1cccs1)N(C(=O)c1ccc(S(=O)(=O)N(C)C)cc1)CC2 (stereo unspecified)	-20	u	12%	-2%	-3%	116%[activator]
Cc1ccc(C2(CC(=O)N3CCCC3)CCOC(C(C)C)C2)cc1 (stereo unspecified)	26	-15%	-10%	u	1%	65%[activator]
O=C(NCc1ccc(Cl)cc1)c1ccc(NC(=O)C2CCCO2)cc1 (stereo unspecified)	-32	7%	1%	-14%	7%	-6%
COc1ccc(/C=C(/NC(=O)c2ccccc2)C(=O)N2CCC(C)CC2)cc1	-17	-15%	10%	1%	x	22%
CC1CCC(NC(=O)c2ccc(NC(=O)c3ccc(=O)[nH]c3)cc2)CC1 (stereo unspecified)	x	1%[8.37 µM]	-15%	-10%	3%	-29%
Clc1ccccc1-c1nc(-c2ccncc2)no1	128&160	15%&10%	0%&0%	u	10%&3%	3%&-7%
Cc1ccc2c(c1)C(c1ccc(F)cc1)N(C(=O)c1ccc(OC(C)C)cc1)CC(=O)N2 (stereo unspecified)	21	x	-1%	2%	x	x
Cc1ccc2[nH]c3c(c2c1)CCN1C(=O)OC(C)(C)C31C (stereo unspecified)	36	-10%	-6%	-4%	-3%	-16%
COc1ccc(Br)cc1CNC(=O)CCc1nc(-c2ccc(C)cc2)no1	43	u	-3%	-12%	4%	3%
CCN=C(NC#N)SCc1c(F)cccc1Cl	28	u	2%	u	0%	-10%
CCc1ccccc1NC(=S)N=Nc1c(O)n(C)c2ccc(S(=O)(=O)N3CCOCC3)cc12	-34	-27%	-8%	u	-8%	36%
Cc1c(-c2cccs2)[n+](=O)c2c(n1[O-])CCCCC2	60	-2%	3%	-20%	0%	-14%
NS(=O)(=O)c1cccc(NC(=O)COC(=O)C2(c3cccc(F)c3)CCCC2)c1	7	0%	-1%	-3%	-3%	-15%
Cc1ccc2c(c1)C(=O)c1ccccc1CS2=O (stereo unspecified)	u	26%	0%	8%	2%	-1%
CC1CN(C(=O)C(C)OC(=O)c2ccc3ncsc3c2)CC(C)O1 (stereo unspecified)	31	9%	-11%	-8%	x	-4%
CCOC(=O)c1nn(-c2ccccc2)c(C#N)c1NC(=O)c1nn(CC)cc1Br	-27	u	10%	-7%	3%	x
CC1CCN(C(=O)c2[nH]cnc2C(=O)NC2CCN(C(=O)OC(C)(C)C)CC2)CC1	-2	u	-4%	-5%	x	63%[activator]
CC(=O)N1CCOc2ccc(S(=O)(=O)NCc3ccc(F)cc3)cc21	-12	4%	4%	2%	-10%	-8%
CCCCc1nn2c(=O)cc(COC(=O)c3ccco3)nc2s1	3	x	-6%	-10%	x	x
O=C(c1ccc2c(c1)OCO2)N1CCC2(CC1)Oc1ccc(Cl)cc1C(=O)C21CC(c2ccc(Cl)cc2)=NO1 (stereo unspecified)	-35	x	0%	-8%	0%	-17%
COc1ccc(-c2nnc(SCC(=O)c3ccc(NC(C)=O)cc3)o2)cc1OC	27	x	2%	8%	x	x
CCOc1cc(N2CCOCC2)c(OCC)cc1NC(=O)c1ccc(OC)cc1	u	4.5µM*	-3%	0%	-11%	162%[activator]
COc1ccc(C)cc1NC(=O)C(Sc1nncn1C)c1ccccc1 (stereo unspecified)	25	-4%	0%	-8%	4%	54%
O=C(C1CC1)N1CCN(c2ccc(O)cc2)CC1	-18	11%	-18%	-1%	-6%	6%

Remaining list, next part.
SMILES	HCMV antiviral	HCV inh	Sm TGR inh	AmpC detergent	FBPA Giardia inh	AmpC inh no detg
O=[N+]([O-])c1ccc(N2CCSCC2)cc1O	25	1%	-9%	2%	3%	-12%
O=C(OCC(=O)N1CCCCCC1)c1ccc(Cl)c(S(=O)(=O)N2CCCC2)c1	-16	-10%	0%	-12%	5%	16%
COc1ccc(NC(=O)c2cc(-c3ccccc3)on2)cc1OC	19	12%	-18%	u	-3%	-16%
COC(=O)c1ccc2nccnc2c1	6	8%	10%	4%	1%	-20%
O=C(NC1CC(=O)c2sccc21)c1cccc(C(F)(F)F)c1 (stereo unspecified)	-10	-9%	3%	-3%	1%	13%[2.29 µM]
Cc1ncsc1C(=O)Nc1cccc(C(F)(F)F)c1	-3	2%	12%	-3%	-2%	30%
O=S(=O)(Nc1cccc(-c2ccc(N3CCCC3)nn2)c1)c1ccc(F)c(C(F)(F)F)c1	-1	x	-5%	1%	x	x
O=C1NCCN(Cc2c(F)cccc2Cl)C1CC(=O)N1CCCCO1 (stereo unspecified)	-26	22%	-16%	-4%	-1%	12%
COc1cc(/C=C(\C#N)C(=O)NCC2CCCO2)c([N+](=O)[O-])cc1OC (stereo unspecified)	-27	-7%	0%	10%	u	-24%
CCOC(=O)Cn1c(CN2CC(C)OC(C)C2)nc2c1c(=O)n(C)c(=O)n2C (stereo unspecified)	9	21%	-6%	u	-2%	-9%
O=C(COc1ccc(S(=O)(=O)NCc2ccccc2)cc1)NCC1CCCO1 (stereo unspecified)	-8	0%	-3%	0%	4%	1%
CCC1(C)Cc2ccccc2-c2nc(NCCCO)n(C)c(=O)c21 (stereo unspecified)	u	-17%	0%	0%	2%	135%[activator]
CN(CC(=O)Nc1ccc(F)cc1)C(=O)CSc1ncccn1	-18	0%[8.37 µM]	-2%	u	x	u
Cc1ccc(-c2c[n+](CC(=O)Nc3c(C)cccc3C)c3n2CCC3)cc1	-68*	2%	-5%	-13%	9%	4%
C[C@]12CCC(OC(=O)CCC(=O)O)CC1=CCC1C2CC[C@]2(C)C(=O)CCC12 (stereo partly specified)	-24	6%	5%	-5%	18%	-8%
CC(=O)c1cccc(Nc2nc(-c3ccccc3)nc3ccccc23)c1	-31	10µM*	2%	-11%	-27%	-50%
CCN(Cc1ccccc1)C(=O)Cn1c(=O)n(-c2cccc(C)c2)c(=O)c2c1c1cc(OC)ccc1n2C	-2	x	9%	5%	x	x
CC(=O)Nc1ccc(NC(=O)c2ccccc2N(C)S(C)(=O)=O)cc1	-8	17%	1%	1%	0%	-27%
CCOC(=O)c1cccc(NC(=O)CCNS(=O)(=O)c2cccc3nonc23)c1	-17&-20	11%	1%&3%	-14%&3%	1%	-20%
CCCS(=O)(=O)c1c(S(=O)(=O)CCC)c2c(N)cccn2c1C(=O)c1ccc(Br)cc1	u	u	u	2%	u	u
O=C(c1ccc(Cl)cc1)C1CCCN(Cc2ccc3ncccc3c2)C1 (stereo unspecified)	-75*	u	x	-8%	-6%	80%[activator]
Cc1ccccc1N1CC(O)(c2ccccc2)[N+]2=C1SCC2 (stereo unspecified)	u	19%	-9%	-2%	-4%	-41%
N#CCc1ccc(NC(=O)c2ccc(CN3CCc4ccccc4C3)cc2)cc1	-22	2µM*	-4%	-5%	-14%	-34%
Cc1ccc(OCCSC2=NN2c2cc(C)nc(N)n2)cc1	-33	4%	2%	-7%	6%	-9%
O=C(Nc1ccccn1)c1sc2cc([N+](=O)[O-])ccc2c1Cl	154	10%	0%	-7%	2%	-21%
CS(=O)(=O)C1=C(O)C(=O)N(c2ccccc2)C1c1ccccc1 (stereo unspecified)	-2	-7%	3%	4%	9%	-14%
Cc1ccc(-c2nn(C)c(=O)c3ccccc23)cc1S(=O)(=O)NCCN(C)C	30	6%	10%	0%	2%	-2%
